BAP1 inh – blocks human BAP1 ubiquitin-AMC hydrolysis; recombinant BAP1, Ub-AMC hydrolysis fluorescence kinetic; stronger effect = lower value; 72,000 compounds, 0.48% hits; AID 436; activity remaining (% of control), % at 20 µM; Q92560;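 active means activity remaining at or below 50% of control, provided the compound also passes the data quality filters; inactive means the rest, including low values that fail the filters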;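 further: 100% = DMSO wells rate and 0% = substrate alone blank rate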
HePTP inh – blocks human HePTP tyrosine phosphatase; P35236; recombinant HePTP phosphatase activity, OD absorbance; inhibition, % at 20 µM; 110,000 compounds, 0.64% hits; AID 521; in the data active means inhibition above about 50%;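 further: plate controls were vehicle for no effect and reference inhibitor for full effect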
Target sequence (P35236 whole entry, looked up): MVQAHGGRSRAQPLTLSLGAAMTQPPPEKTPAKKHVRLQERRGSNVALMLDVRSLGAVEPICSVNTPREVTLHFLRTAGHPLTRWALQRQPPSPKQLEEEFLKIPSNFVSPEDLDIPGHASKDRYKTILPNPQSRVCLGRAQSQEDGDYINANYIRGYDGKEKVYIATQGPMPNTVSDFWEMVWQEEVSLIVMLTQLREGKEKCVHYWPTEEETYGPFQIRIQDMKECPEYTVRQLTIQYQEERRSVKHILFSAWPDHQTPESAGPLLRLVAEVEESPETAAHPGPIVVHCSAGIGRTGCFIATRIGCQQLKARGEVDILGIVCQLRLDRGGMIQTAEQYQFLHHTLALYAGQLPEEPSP
* hit, by the source's call; . = no result given; & = joins results of further samples.

BAP1 inh,HePTP inh,molecule
93,1,O=C(NCc1ccco1)C(c1ccccc1)N(CC1CCCO1)C(=O)Cn1nnc2ccccc21 (stereo not drawn)
91&79,1,CCn1c(C)csc1=NC(=O)c1ccccc1
.,7,O=[N+]([O-])c1ccc(CN2CCN(S(=O)(=O)c3ccc(Cl)cc3)CC2)cc1
.,-3,C=CCN1C(=O)/C(=C\c2ccc(OCCOc3cccc(OC)c3)cc2)SC1=S
.,0,CCOC(=O)c1c(NC(=O)c2ccccc2C)sc(C(=O)Nc2ccccc2OC)c1C
.,-14,O=C(COc1cccc(Cl)c1)N/N=C/c1cc(Br)cc(I)c1O
110,6,COc1ccc(CCNc2c(C)c(C)nc3ncnn23)cc1
87,-7,CC(c1ccccc1)n1c(NCCCn2ccnc2)nc2c1c(=O)[nH]c(=O)n2C (stereo not drawn)
.,4,COc1ccc(CNC(=O)C(=O)Nc2ccc(Br)cc2)cc1
49*,7,CC(=O)C1=C(C)NC(SCC(=O)c2cc(Cl)ccc2Cl)=C(C#N)C1c1ccco1 (stereo not drawn)
.,-10,Nc1nc2ccccc2n1CCOc1ccc(F)cc1
98,6,O=S(=O)(Nc1nccs1)c1cc(Cl)ccc1Cl
.,4,CCCCC1CCC(C(=O)Nc2ncccn2)CC1 (stereo not drawn)
.,1,COc1ccccc1N(C=NC#N)CC#N
.,0,COc1ccc(C2NC(=S)NC(C)=C2C(=O)Nc2ccc(C)cc2)cc1OC (stereo not drawn)
85,.,O=C(Nc1cc(NC(=O)C2CCCCC2)cc(-c2nc3ccccc3o2)c1)C1CCCCC1
.,10,O=C(CCCN1C(=O)c2cccc3cccc(c23)C1=O)NCc1cccnc1
.,3,CCSC1=C(C#N)C(c2ccccc2Cl)CC(=O)N1 (stereo not drawn)
93,11,Cc1occc1C(=O)N1CCN(S(C)(=O)=O)CC1
.,6,COCCNCCOc1ccc(F)cc1
.,2,COc1ccc(-n2c(C)nc(N)c2C(=O)c2ccccc2)cc1
60,8,CCOC(=O)c1c(N)sc2c(NC(C)=O)cccc12
53,.,COc1ccc(-n2nc3cc(C)c(NC(=O)c4cccc([N+](=O)[O-])c4C)cc3n2)cc1
.,7,CC1=C(C(=O)OCC2CCCO2)C(c2cccc(C(F)(F)F)c2)C2=C(CC(C)(C)CC2=O)N1 (stereo not drawn)
97,9&1,O=S(=O)(Nc1ncccc1O)c1ccc(Cl)cc1
.,3,Cc1cc(C=C2C(=O)N(C)C(=O)N(C)C2=O)c(C)n1-c1ccc([N+](=O)[O-])cc1
.,-3,CS(=O)(=O)Nc1ccccc1C(=O)NC1CC2CCC1C2 (stereo not drawn)
84,-4,Cc1ccc(S(=O)(=O)C(C#N)c2nc3ccccc3nc2N2CCCCC2)cc1 (stereo not drawn)
.,0,CCCCS(=O)(=O)/C=C\C=C/S(=O)(=O)CCCC
92,4,O=C(c1c[nH]c(=O)n(-c2ccccc2)c1=O)N1CCc2ccccc21
.,7,CCOC(=O)c1ccccc1NC(=O)CN(c1ccc(C)cc1)S(=O)(=O)c1ccc(OCC)cc1
81,14,CCn1c(N2CCN(S(=O)(=O)c3ccccc3C(F)(F)F)CC2)nc2ccccc21
.,-2,O=C1CC(c2ccccc2)CC(O)=C1C(C1=C(O)CC(c2ccccc2)CC1=O)c1ccc(O)c(O)c1 (stereo not drawn)
107,7,CC(C)(C)C(=O)/C(C#N)=c1\s/c(=C\c2ccncc2)c(=O)n1CCCN1CCOCC1
90,4,Cn1cc(S(=O)(=O)NCc2cccs2)c(=O)n(C)c1=O
.,6,O=C(COc1ccccc1)Nc1nc(-c2ccc3c(c2)Cc2ccccc2-3)cs1
.,3,CCCOc1ccc(N2C(=O)CC(N3CCN(Cc4ccccc4)CC3)C2=O)cc1 (stereo not drawn)
76,6,Cc1cc(C(=O)Nc2c(C)n(C)n(-c3ccccc3)c2=O)cs1
104,-3,O=C1CN(C(=O)CSc2nnc(-c3ccccc3)n2Cc2ccc3c(c2)OCO3)c2ccccc2N1
98,2,O=C(CN1CCOc2ccccc21)NC1CCN(Cc2ccccc2)CC1
97,-6,CCCS(=O)(=O)N1CCCC(C(=O)NCCN(CC)c2ccccc2)C1 (stereo not drawn)
98,-5,Cc1cc(C)n(C(=O)c2ccc(NC(=O)C3CC3)cc2)n1
.,-5,COc1ccc(OC)c(/C=C/C(=O)c2ccc(F)cc2)c1
.,-6,COc1ccc(OC)c(NC(=S)NC(NC(=O)c2ccc(Br)cc2)C(Cl)(Cl)Cl)c1 (stereo not drawn)
.,0,COc1ccc(CC(=O)Nc2ccccc2NC(C)=O)cc1OC
112,8,CSc1oc(-c2ccccc2)nc1C(N)=O
94,15,CCCc1cc(C(=O)Nc2ccc(C(C)=O)cc2)no1
81,3,O=S(=O)(c1ccccc1)c1nc(-c2ccco2)oc1NCCCn1ccnc1
.,6,COC(=O)c1cc2occc2n1CC(=O)Nc1ccc(C)cc1C
95,4,O=C(Nc1ccccc1)c1ccc(S(=O)(=O)NCC2CCCO2)cc1 (stereo not drawn)

More compounds follow:
BAP1 inh,HePTP inh,molecule
.,-7,O=[N+]([O-])c1ccccc1N/N=C/c1ccccc1OCc1ccccc1
105,0,O=S(=O)(NCCc1cn2ccccc2n1)c1ccc2c(c1)OCCO2
.,3,O=C(CN(c1ccccc1)S(=O)(=O)c1ccccc1[N+](=O)[O-])Nc1cccc(Cl)c1
.,-9,COc1ccc(/C=C2N=C(/C=C/c3ccccc3)OC/2=O)cc1
.,12,COc1ccc(/C=C(/C#N)C(N)=O)c2ccccc12
96,6&-2,O=C(Cc1ccc(Br)cc1)N1CCN(c2ccccc2)CC1
.,-5,Cc1ccc(S(=O)(=O)Nc2c(-c3ccccc3)c3cc(Br)ccc3[nH]c2=O)cc1
.,2,CCc1ccc(CN2CCN(C(=O)c3ccc(F)cc3)CC2)cc1
83,5,CC(=O)NCCn1c(SCC(=O)NCCC2=CCCCC2)nc2ccccc2c1=O
90,-3,O=C(Nc1cccc(C(F)(F)F)c1)N1CCC(c2nc(-c3ccc(F)cc3)no2)CC1
85,.,O=C(O)c1ccc(NC(=O)c2ccc(Br)c(S(=O)(=O)N3CCCC3)c2)cc1
107,4,c1cncc(CNC2CCCc3ccccc32)c1 (stereo not drawn)
54,7,CCCCNC(=O)c1ccc2nc(-c3ccco3)c(-c3ccco3)nc2c1
.,11,COc1ccc(COC(=O)C2=C(C)NC3=C(C(=O)CC(C)(C)C3)C2c2cccs2)cc1 (stereo not drawn)
98,-8,NC(=O)C1CCN(C(=O)CN2C(=O)c3ccccc3S2(=O)=O)CC1
138,-1,CCn1c(SCC(=O)N2CCc3ccccc32)nnc1-c1c[nH]c2ccccc12
109,0,COc1ccc(Cl)cc1-n1c(C)cc(C(=O)O)c1C
93,5,CCOc1ccc(CNC(=O)C2CCC(=O)N2C2CCCC2)cc1OC (stereo not drawn)
.,0,Cc1ccc(NC(=O)N(Cc2ccc3c(c2)OCO3)Cc2cc3cc4c(cc3[nH]c2=O)OCCO4)cc1
84,.,Cn1c(=O)[nH]c(=O)c2c1nc(SCCO)n2CCc1ccccc1
207,8&-12,CCOc1ccc2oc(-c3ccccc3)c(C(=O)O)c2c1
.,-5,Cc1cc(C)c(N2C(=O)c3ccccc3C2=O)c([N+](=O)[O-])c1
.,3,CCOc1c(Br)cc(/C=C2/C(=O)N(c3ccccc3)N=C2C)cc1OC
106,3,Cc1nn(C)c(C)c1S(=O)(=O)N1CCCC(C(=O)N2CCN(c3ccccc3)CC2)C1 (stereo not drawn)
.,-5,O=C(CCc1ccccc1)Nc1cccc(Cl)c1

An excerpt from above in order of the BAP1 inh value, ascending.
SMILES	BAP1 inh
CC(=O)NCCn1c(SCC(=O)NCCC2=CCCCC2)nc2ccccc2c1=O	83
Cn1c(=O)[nH]c(=O)c2c1nc(SCCO)n2CCc1ccccc1	84
COc1ccc(Cl)cc1-n1c(C)cc(C(=O)O)c1C	109

Sorted by SMILES length (rising): some entries from above
BAP1 inh,HePTP inh,molecule
.,-9,COc1ccc(/C=C2N=C(/C=C/c3ccccc3)OC/2=O)cc1
.,3,CCOc1c(Br)cc(/C=C2/C(=O)N(c3ccccc3)N=C2C)cc1OC
138,-1,CCn1c(SCC(=O)N2CCc3ccccc32)nnc1-c1c[nH]c2ccccc12
85,.,O=C(O)c1ccc(NC(=O)c2ccc(Br)c(S(=O)(=O)N3CCCC3)c2)cc1

(more compounds)
BAP1 inh,HePTP inh,molecule
.,-9,O=c1cnnc(N/N=C/c2ccc(Br)cc2)[nH]1
82,6,CC1CC(C)CN(S(=O)(=O)c2cccc3cccnc23)C1 (stereo not drawn)
92,8,COc1ccccc1S(=O)(=O)Cc1ccc(C(=O)N2CCOCC2)o1
.,4,N#CC1=C(N)OC2=C(C(=O)CCC2)C1c1ccc2c(c1)OCO2 (stereo not drawn)
68,-4,CCc1nc2ccccc2c(=O)n1NC(=O)c1c(O)c2cccc3c2n(c1=O)CCC3
.,-5,CCCOC(=O)c1ccc(NC(=O)COc2ccc(Cl)cc2C)cc1
103,15,O=c1c2cnn(-c3ccccc3)c2ncn1Cc1cccnc1
.,1,Cn1c(SCC(=O)N2CCCCCC2)nc2c([nH]c3ccccc32)c1=O
150,-1,CCOc1cc2c3c(c1)C1(C(=O)N3C(C)(C)C=C2C)C(C#N)=C(N)Oc2cc(O)ccc21 (stereo not drawn)
.,-4,CC(CNC(=O)c1cccs1)c1ccccc1 (stereo not drawn)
90,0,Cc1nnc(SCC(=O)Nn2cnnc2)s1
93,3,O=C(Nc1ccc(-c2cn3ccsc3n2)cc1)C1CC1
118,3,Cc1cc(=O)[nH]c2ccccc12
.,-14,CC1(C)CC(=O)C2=C(C1)N(c1ccccc1)C1=C(C2)C(=O)CC(C)(C)C1
.,-7,CCOc1ccccc1C1Nc2ccccc2NC2=C1C(=O)CC(c1ccc3c(c1)OCO3)C2 (stereo not drawn)
.,0,CS(=O)(=O)N(CC(=O)N1CCOCC1)c1ccccc1Br
.,102*,c1cnc(Nc2nc(-c3cccs3)cs2)nc1
.,-2,Cc1cccc(/C=C2/SC(=S)N(Cc3ccccc3)C2=O)c1
.,3,CS(=O)(=O)N(CC(=O)NC1CCCCC1)c1ccc(Oc2ccccc2)cc1
80,-4,Cc1cccc(NS(=O)(=O)c2ccc(Oc3ccccc3)cc2)n1
83,-10,CC1(C)Cc2c(sc3c2c(=N)n(Cc2ccco2)c(=O)n3Cc2ccccc2)CO1
.,-21,Cc1cc(N[C@@H]2O[C@@H](C)[C@H](O)[C@@H](O)[C@H]2O)c([N+](=O)[O-])cc1C
.,12,Cc1ccc(C(=O)Nc2sc3c(c2C(N)=O)CCCCCC3)cc1
.,-24,C/C(=C\COc1cc(=O)[nH]c2ccccc12)CCC(O)C(C)(C)O (stereo not drawn)
95,-10,O=S(=O)(NC1CCCCCCC1)c1cccs1
96,6,Cc1[nH]c(C)c(C(=O)O)c1CNC1CCCCC1C (stereo not drawn)
.,-2,Cc1ccc(OCCCNC(C)(C)C)c(C)c1
.,0&7,Cc1ccc(-c2nc3ccccc3[nH]2)s1
97,-14,COC(=O)C1=C(N)OC2=C(C(=O)CC(C)(C)C2)C1c1cccs1 (stereo not drawn)
.,6,O=C(NC(=S)N1CCCc2ccccc21)c1ccc([N+](=O)[O-])cc1
.,6,CCOc1ccc(-c2csc(/C(C#N)=C\Nc3cc(OC)ccc3OC)n2)cc1
.,-18,Cc1ccc(Cn2nnc3c(=O)[nH]c(C4CCN(S(=O)(=O)c5ccc(C)cc5)CC4)nc32)cc1
.,5,Cc1cc(Cl)ccc1OCC(=O)NNC(=O)c1ccc2ccccc2c1O
.,9,COc1ccc(/C=C/C(=O)O)cc1S(=O)(=O)NCCCO
103,-2,CCOC(=O)C1CCCN(CCC(=O)Nc2cccc(F)c2)C1 (stereo not drawn)
88,5,c1ccc(Cn2nnc3c(N4CCOCC4)ncnc32)cc1
99,13,CCOC(=O)c1oc2cccc(O)c2c1CN(Cc1ccccc1)C(C)=O
.,1,O=C(Cc1ccc(Cl)cc1)Nc1ccc(Cl)cc1C(=O)O
.,-8,CCOc1ccccc1NC(=O)CN(c1ccc(C)cc1)S(C)(=O)=O
.,-15,CCCCSc1nnc2c(n1)OC(c1ccc(O)cc1)Nc1ccccc1-2 (stereo not drawn)
113,6,Cc1cc(C)nc(SCC(=O)O)n1
.,5,C=CCN1C(=O)/C(=C\c2ccc(OCc3ccc(Cl)cc3)cc2)SC1=S
126,4,CCOc1ccc2[nH]c(C)c(CN3CCOCC3)c(=O)c2c1
78,-2,CC(O)c1nc2ccccc2n1Cc1nnc(-c2ccc(Cl)cc2)o1 (stereo not drawn)
60,9,CCCOc1ccc(/C(O)=C2/C(=O)C(=O)N(CCN3CCOCC3)C2c2ccccc2)cc1 (stereo not drawn)

Whole records from above. Screens in order: BAP1 inh, HePTP inh
Entry for COc1ccc(/C=C/C(=O)O)cc1S(=O)(=O)NCCCO → ., 9
Entry for O=C(Nc1cc(NC(=O)C2CCCCC2)cc(-c2nc3ccccc3o2)c1)C1CCCCC1 → 85, .
Entry for CC(O)c1nc2ccccc2n1Cc1nnc(-c2ccc(Cl)cc2)o1 (stereo not drawn) → 78, -2

A different layout for two compounds above:
CS(=O)(=O)Nc1ccccc1C(=O)NC1CC2CCC1C2 (stereo not drawn)
  BAP1 inh = .; HePTP inh = -3

Cc1ccc(S(=O)(=O)C(C#N)c2nc3ccccc3nc2N2CCCCC2)cc1 (stereo not drawn)
  BAP1 inh = 84; HePTP inh = -4
